Growth percent in the NCI-60 one-dose screen (48 h, 10 µM unless noted): 100 = growth as untreated, 0 = no growth, -100 = all killed.
HCT-116: HCT-116 colon cancer; actives 7.3% (n = 82,000); AID 1794798
HCT-15: HCT-15 colon cancer; actives 5.2% (n = 82,000)
SN12C: SN12C renal cancer cells | actives 3.8% (n = 81,000) | AID 1794767
TK-10: TK-10 renal cancer cells. actives 3.9% (n = 81,000)
SW-620: SW-620 colon cancer | actives 5.2% (n = 82,000)
HCC-2998: HCC-2998 colon cancer; AID 1794799; actives 4.7% (n = 79,000)
HT29: HT29 colon cancer. actives 7.4% (n = 81,000). AID 1794748
786-0: 786-0 renal cancer cells; AID 1794775; actives 5.1% (n = 81,000)
UO-31: UO-31 renal cancer; actives 5.2% (n = 81,000); AID 1794768
Active calls of the source: *; . = not tested or not shown; & = joins results of further samples; ! = not confirmed by another sample. Rule for the calls: active = growth percent below 10; inactive = the rest.

SMILES | HCT-116 | HCT-15 | SN12C | TK-10 | SW-620 | HCC-2998 | HT29 | 786-0 | UO-31
Cn1cc(-c2nnc(-c3ccccc3)s2)c2cccnc21 | 92 | 78 | 89 | 110 | 90 | 104 | 96 | 98 | 56
CC(=O)Nc1ccccc1 | 96&109 | 105&105 | 103&90 | 120&116 | 108&105 | 102&103 | 103&120 | 104&102 | 88&91
COc1ccc2c(c1)c(-c1nnc(-c3cn(C)c4ncccc34)s1)cn2C | 75 | 57 | 70 | 90 | 92 | 98 | 85 | 85 | 38
COc1ccc(-n2[nH]c3c(cnc4ccccc43)c2=O)cc1 | 95&91 | 91&96 | 95&85 | 93&90 | 103&106 | 107&69 | 93&95 | 91&78 | 71
CC[C@@]1(O)C(=O)OCc2c1cc1n(c2=O)Cc2c-1nc1cc(F)c(C)c3c1c2[C@@H](N)CC3 | 0.1* | 5.4* | 1.8* | 6.0* | 8.5* | -45* | -11* | 5.2* | -82*
C(=C\c1cn(-c2ccccc2)nc1-c1ccccc1)/c1nnc(-c2ccncc2)o1 | 84 | 104 | 102 | 109 | 99 | 103 | 92 | 93 | 74
O=C(Nc1ccc(C(=O)O)c(O)c1)c1ccccc1 | 101&107 | 99&104 | 101&95 | 94&106 | 113&99 | 106&102 | 105&103 | 97&109 | 89&81
COc1cc2ncnc(Oc3cccc(NC(=O)Nc4cc(C(C)(C)C(F)(F)F)on4)c3)c2cc1OC | 11 | 22 | 21 | -7.2* | 27 | 53 | 6.5* | 40 | -0.1*
Cn1cc(-c2nc(N)nnc2-c2c[nH]c3ccc(F)cc23)c2cc(F)ccc21 | 75 | 77 | 87 | 109 | 88 | 110 | 97 | 91 | 52
CN1CCN(C2CCN(C(=O)Nc3cc(Oc4ccc(NC(=O)C5(C(=O)Nc6ccc(F)cc6)CC5)c(F)c4)ccn3)CC2)CC1 | -59*! | -15*! | -55*! | -48*! | -14*! | -67*! | -60*! | -73*! | -62*!
CC[C@@H]1C(=O)N(C)c2cnc(Nc3ccc(C(=O)NC4CCC(N5CCN(CC6CC6)CC5)CC4)cc3OC)nc2N1C(C)C (some centres not stated) | -6.9* | 2.8* | 7.1* | 20 | 12 | . | -26* | -80* | -52*
Cc1ccc(NC(=O)CSc2nc(NC(=O)CN3CCN(c4cc5c(cc4F)c(=O)c(C(=O)O)cn5C4CC4)CC3)cc(=O)[nH]2)cc1 | 105 | 102 | 95 | 116 | 97 | 104 | 107 | 102 | 83
CC1CCOC2Cn3cc(C(=O)NCc4ccc(F)cc4F)c(=O)c(O)c3C(=O)N12 (configuration not stated) | 91 | 84 | 93 | 100 | 95 | 100 | 96 | 94 | 70
Cc1cccc(C)c1NC(=O)C1CCCCN1C (configuration not stated) | 102 | 99 | 96 | 104 | 99 | 96 | 95 | 98 | 77
NC1(c2ccc(-c3nc4ccn5c(=O)[nH]nc5c4cc3-c3ccccc3)cc2)CCC1 | 23 | 15 | 51 | 44 | 55 | 34 | -7.9* | 9.7* | 29
O=C(c1cccs1)C1C(c2cccs2)CC(O)(c2cccs2)C(C(=O)c2cccs2)C1c1cccs1 (configuration not stated) | 94 | 91 | 97 | 92 | 100 | 110 | 88 | 95 | 72
COc1ccc(/C=C/C(C)=N/OCC(=O)Nc2ccc(OC)cc2)cc1 | 101 | 102 | 102 | 113 | 105 | 114 | 104 | 101 | 72
O=C(c1ccc2nc(NS(=O)(=O)c3ccc4ccccc4c3)sc2c1)N1CCN(C(c2ccccc2)c2ccccc2)CC1 | 80 | 87 | 98 | 101 | 90 | 107 | 93 | 94 | 71
CCOC(=O)NNc1nncc2ccccc12 | 106 | 101 | 97 | 106 | 104 | 103 | 104 | 99 | 90
[2H]C1([2H])N(C(=O)c2cc(Cc3n[nH]c(=O)c4ccccc34)ccc2F)C([2H])([2H])C([2H])([2H])N(C(=O)C2CC2)C1([2H])[2H] | 76 | 103 | 88 | 76 | 85 | 93 | 70 | 89 | 94
Cn1cc(C(=O)c2nc(-c3cn(C)c4ccc(Cl)cc34)no2)c2ccccc21 | 94 | 102 | 97 | 107 | 97 | 101 | 93 | 112 | 83
[2H]C1([2H])[C@H](C)O[C@H](C)C([2H])([2H])N1c1ccc(NC(=O)c2cccc(-c3ccc(OC(F)(F)F)cc3)c2C)cn1 | 57 | 84 | 57 | 64 | 90 | 82 | 61 | 74 | 55
CCCCCCc1ccc(O)cc1O | 99 | 105 | 85 | . | 109 | 108 | 103 | 96 | 57
CC(=O)Nc1ccc(O)cc1 | 104&120&100 | 105&109&103 | 108&102&90 | 101&70&87 | 103&108&106 | 110&68&102 | 108&97&100 | 103&106&100 | 90&98&84
CCCCCC(=O)O[C@]1(C(C)=O)CCC2C3CCC4=CC(=O)CC[C@]4(C)C3CC[C@@]21C (some centres not stated) | 11 | 26 | 22 | 40 | 30 | 26 | 17 | 40 | 18
CCCCC1C(=O)N(c2ccccc2)N(c2ccccc2)C1=O | 102 | 102 | 96 | 103 | 106 | 109 | 104 | 99 | 90
Cn1cc(C(=O)c2nc(-c3cn(C)c4ccc(Br)cc34)no2)c2cc(F)ccc21 | 76 | 84 | 85 | 80 | 84 | 103 | 83 | 100 | 74
Cc1ccc(C2CC(c3ccc(N(C)C)cc3)=NN2c2ccc(S(=O)(=O)NC(=O)NCc3ccccc3)cc2)cc1 (configuration not stated) | 81 | 68 | 91 | 109 | 99 | 97 | 105 | 114 | 83
Cc1cccc(NC(=O)Nc2ccc3nc(NS(=O)(=O)c4ccc5ccccc5c4)sc3c2)c1 | 78 | 100 | 95 | 102 | 97 | 112 | 93 | 101 | 81

Sorted by formula weight (falling): 13 of the compounds above.
SMILES | HCT-116 | HCT-15 | SN12C | TK-10 | SW-620 | HCC-2998 | HT29 | 786-0 | UO-31
O=C(c1ccc2nc(NS(=O)(=O)c3ccc4ccccc4c3)sc2c1)N1CCN(C(c2ccccc2)c2ccccc2)CC1 | 80 | 87 | 98 | 101 | 90 | 107 | 93 | 94 | 71
Cc1ccc(C2CC(c3ccc(N(C)C)cc3)=NN2c2ccc(S(=O)(=O)NC(=O)NCc3ccccc3)cc2)cc1 (configuration not stated) | 81 | 68 | 91 | 109 | 99 | 97 | 105 | 114 | 83
O=C(c1cccs1)C1C(c2cccs2)CC(O)(c2cccs2)C(C(=O)c2cccs2)C1c1cccs1 (configuration not stated) | 94 | 91 | 97 | 92 | 100 | 110 | 88 | 95 | 72
[2H]C1([2H])[C@H](C)O[C@H](C)C([2H])([2H])N1c1ccc(NC(=O)c2cccc(-c3ccc(OC(F)(F)F)cc3)c2C)cn1 | 57 | 84 | 57 | 64 | 90 | 82 | 61 | 74 | 55
Cc1cccc(NC(=O)Nc2ccc3nc(NS(=O)(=O)c4ccc5ccccc5c4)sc3c2)c1 | 78 | 100 | 95 | 102 | 97 | 112 | 93 | 101 | 81
[2H]C1([2H])N(C(=O)c2cc(Cc3n[nH]c(=O)c4ccccc34)ccc2F)C([2H])([2H])C([2H])([2H])N(C(=O)C2CC2)C1([2H])[2H] | 76 | 103 | 88 | 76 | 85 | 93 | 70 | 89 | 94
Cn1cc(C(=O)c2nc(-c3cn(C)c4ccc(Cl)cc34)no2)c2ccccc21 | 94 | 102 | 97 | 107 | 97 | 101 | 93 | 112 | 83
COc1ccc(/C=C/C(C)=N/OCC(=O)Nc2ccc(OC)cc2)cc1 | 101 | 102 | 102 | 113 | 105 | 114 | 104 | 101 | 72
CCCCC1C(=O)N(c2ccccc2)N(c2ccccc2)C1=O | 102 | 102 | 96 | 103 | 106 | 109 | 104 | 99 | 90
Cc1cccc(C)c1NC(=O)C1CCCCN1C (configuration not stated) | 102 | 99 | 96 | 104 | 99 | 96 | 95 | 98 | 77
CCOC(=O)NNc1nncc2ccccc12 | 106 | 101 | 97 | 106 | 104 | 103 | 104 | 99 | 90
CCCCCCc1ccc(O)cc1O | 99 | 105 | 85 | . | 109 | 108 | 103 | 96 | 57
CC(=O)Nc1ccc(O)cc1 | 104&120&100 | 105&109&103 | 108&102&90 | 101&70&87 | 103&108&106 | 110&68&102 | 108&97&100 | 103&106&100 | 90&98&84

Screening data deposited in PubChem by NCI.

The list is partial; the hit share may differ from the screen's.
